HP1b chromo inh = HP1-beta chromodomain-methylated histone interaction inhibition | AlphaScreen HP1-beta / biotin-H3K9me3 peptide binding | P83916 | actives 0.56% (n = 390,000) | Potency, µM (series often up to 114 µM), inactives show at the top dose activity change, negative = inhibition, usual class: inhibitors; further: potency means the concentration at half of the fitted maximal effect; nearly all actives have a fitted effect of over 70% in size; inactives centre near 23
Target sequence (P83916 whole entry, looked up): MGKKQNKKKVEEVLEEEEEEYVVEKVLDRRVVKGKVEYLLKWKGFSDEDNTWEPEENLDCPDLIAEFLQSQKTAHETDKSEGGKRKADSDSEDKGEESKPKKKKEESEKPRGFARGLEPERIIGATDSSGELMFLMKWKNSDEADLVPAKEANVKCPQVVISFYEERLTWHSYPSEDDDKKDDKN
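HP1-beta protein (50 nM final) preincubated 30 min at room temperature with biotinylated H3(1-18)K9me3 peptide (50 nM) in PBS pH 7.4, 0.01% Tween-20, then compound added for 30 min. AlphaScreen streptavidin donor/nickel chelate acceptor beads (10 ug/mL final), 30 min dark, luminescence read.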
ERG Ets-DNA blk = blocks human ERG Ets domain binding to DNA. fluorescence polarization, His-ERG Ets domain / labelled DNA. Potency, µM (highest dose often 76.9 µM), inactives show at the top dose FP activity, negative = inhibition, usual class: inhibitors. actives 0.028% (n = 370,000). P11308; active means well fitted inhibition curve with a large enough effect in the polarisation, with a control signal flat; inconclusive means small, poorly fitted or top-dose-only effect, or effect the other way, or a change in a side signal; inactive means no such curve, though single readings can be large or run the other way; the % refers to the polarisation;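 further: polarization taken with two DNA probes labelled with fluorescein and Texas red; potency means the concentration at half of the fitted maximal effect; % of control where 0% means no effect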
Target sequence (P11308 whole entry, looked up, the tested form may be a part): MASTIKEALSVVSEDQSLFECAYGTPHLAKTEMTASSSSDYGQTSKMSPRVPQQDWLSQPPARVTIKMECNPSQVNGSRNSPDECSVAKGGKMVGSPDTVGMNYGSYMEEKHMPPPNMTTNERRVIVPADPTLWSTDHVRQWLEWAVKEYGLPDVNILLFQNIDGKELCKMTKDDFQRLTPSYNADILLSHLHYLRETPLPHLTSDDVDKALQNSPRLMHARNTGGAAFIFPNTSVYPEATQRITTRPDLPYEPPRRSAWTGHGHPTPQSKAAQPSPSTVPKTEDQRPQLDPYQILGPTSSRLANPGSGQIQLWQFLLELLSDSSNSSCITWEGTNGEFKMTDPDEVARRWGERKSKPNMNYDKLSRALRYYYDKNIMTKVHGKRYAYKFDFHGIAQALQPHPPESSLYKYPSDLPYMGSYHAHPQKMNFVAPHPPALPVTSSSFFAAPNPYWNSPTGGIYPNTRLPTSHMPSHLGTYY
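His-tagged ERG Ets domain (1 uM in the protein solution; 300mM KCl, 50mM Tris-HCl, 1mM EDTA, 1mM DTT, pH 7.5) received compound, then a probe mix of 5 nM fluorescein-DNA and 100nM Texas-615-DNA. Fluorescence polarization was read for both dyes.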
PI4K2A block = PI4K2A (human) kinase inhibition; purified PI4K2A, ADP-Glo luminescence, 1 h; hits give low values; AID 1346378; actives 0.13% (n = 420,000); activity change, negative = inhibition, % at 76.9 µM; in the data active means activity change below about -50%; inconclusive means mostly about -30% to -49%;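 further: -100% = wells without enzyme as full effect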
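In this quantitative HTS, ADP production by PI4K2A was quantified luminescently after 1 h at ambient temperature; 100 microM adenosine served as plate-quality control.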
PGK inhibitor = T. brucei PGK inhibition. actives 0.043% (n = 380,000). P07378. PGK/GAPDH coupled, Kinase-Glo luminescence, 60 min. Potency, µM (highest dose often 57.5 µM), without a hit: at the top dose activity change, negative = inhibition, usual class: inhibitors; further: potency means the concentration at half of the fitted maximal effect; on the % scale 0 is the no-effect control and ±100 the full control effect; nearly all actives have a fitted effect of over 60% in size
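Luminescent ATP detection (Kinase-Glo Plus) follows a 60-minute room-temperature incubation, with wells lacking PGK as controls. Buffer: 100 mM TEA (pH 7.6), 5 mM MgCl2, 0.01% Tween-20. Coupling enzyme GAPDH (100 nM final) supplies unstable 1,3-BPG in-well.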
G9a inh = G9a (human) methyltransferase inhibition | actives 8.8% (n = 350,000) | G9a H3K9 monomethylation, AlphaScreen, 2 h | Potency, µM (highest dose often 102 µM), for inactives: at the top dose activity, negative = inhibition, most hits filed as inhibitors | Q96KQ7 | AID 504332; further: potency means the concentration at half of the fitted maximal effect; on the % scale 0 is the no-effect control and ±100 the full control effect; nearly all actives have a fitted effect of over 75% in size
Target sequence (Q96KQ7 913-1193 limits assumed): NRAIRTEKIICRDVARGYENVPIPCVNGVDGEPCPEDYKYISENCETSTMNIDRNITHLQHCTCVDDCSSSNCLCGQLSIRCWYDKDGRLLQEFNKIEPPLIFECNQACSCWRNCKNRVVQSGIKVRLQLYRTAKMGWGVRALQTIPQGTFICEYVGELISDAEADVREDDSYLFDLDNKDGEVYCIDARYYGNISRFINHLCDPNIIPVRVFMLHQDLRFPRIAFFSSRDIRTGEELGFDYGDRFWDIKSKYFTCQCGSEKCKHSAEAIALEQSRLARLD
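AlphaScreen detection with an anti-monomethyl H3K9 antibody quantified product after a 2 h room-temperature reaction containing 500 nM biotinylated H3K9 peptide, 20 µM SAM and 20 nM enzyme, which had been preincubated 15 min with compound.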
GLS inhibitor = blocks human kidney-isoform glutaminase activity; GLS enzymatic activity, qHTS titration; O94925; actives 0.21% (n = 410,000); Potency, µM (doses to about 45.5 µM), inactives show at the highest dose activity change, negative = inhibition, actives largely listed as inhibitors; further: potency means the concentration at half of the fitted maximal effect; on the % scale 0 is the no-effect control and ±100 the full control effect
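Coupled fluorescence readout: glutamate oxidase/HRP/Amplex Red detect glutamate formed by hKGA from L-glutamine (1 mM solution added). Buffer 45 mM KH2PO4 pH 8.2, 0.02% Tween-20; reads at t0 and 30 min RT.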
JMJD2A Tudor = JMJD2A Tudor domain (human) inhibition; O75164; Potency, µM (highest dose often 114 µM), for the others: at the highest dose activity change, negative = inhibition, most hits filed as inhibitors; actives 4.4% (n = 390,000); AlphaScreen JMJD2A-Tudor / H3K4me3 peptide binding; further: potency means the concentration at half of the fitted maximal effect; on the % scale 0 is the no-effect control and ±100 the full control effect; nearly all actives have a fitted effect of over 50% in size
BAZ2B block = BAZ2B (human) inhibition | Potency, µM (series often up to 114 µM), inactives show top-dose activity change, negative = inhibition, usual class: inhibitors | actives 4.4% (n = 360,000) | AlphaScreen BAZ2B-H3K14Ac peptide displacement; further: potency means the concentration at half of the fitted maximal effect; on the % scale 0 is the no-effect control and ±100 the full control effect; nearly all actives have a fitted effect of over 60% in size
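Multi-concentration screen (max 110 uM) measuring displacement of acetylated histone H3 peptide from BAZ2B by AlphaScreen, using 50 nM protein, 50 nM peptide and 10 ug/mL streptavidin donor plus Ni-chelate acceptor beads.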
Pin1 inh = blocks the human prolyl isomerase Pin1; Q13526; Pin1 FP peptide displacement, HiFluor488, 10 min; Potency, µM (series often up to 115 µM), for inactives: at the top dose activity, negative = inhibition, hits mostly inhibitors; actives 0.009% (n = 390,000); AID 504891; active means well fitted inhibition curve with a large enough effect in the polarisation, with a control signal flat, not every such curve was filed as active; inconclusive means small, poorly fitted or top-dose-only effect, or effect the other way, or a change in a side signal; inactive means no such curve, though single readings can be large or run the other way; the % refers to the polarisation; further: potency means the concentration at half of the fitted maximal effect; on the % scale 0 is the no-effect control and ±100 the full control effect
Starred values were filed as active, the others as inactive; i = inactive; u = inconclusive; x = not tested or not shown; & = joins results of further samples; [ ] = another dose, or the depositor's remark. Unless noted, the call rests on the fitted dose curve; in most records, active means well fitted curve in the direction sought with a large enough effect; inconclusive means small, poorly fitted or top-dose-only effect, or another doubt; inactive means no such curve, though single readings can be large; an effect the other way counts as inactive or inconclusive.

Molecule,HP1b chromo inh,ERG Ets-DNA blk,PI4K2A block,PGK inhibitor,G9a inh,GLS inhibitor,JMJD2A Tudor,BAZ2B block,Pin1 inh
CCc1ccccc1N1CSC2=C(C#N)C(c3cc(OC)c(OC)cc3OC)CC(=O)N2C1 (stereo unspecified),-75.4%,7.5%,-12.2,-13.4%,u,-3.3%,8.91µM*,50.1µM*,0.6%
CCN(CC(=O)NCc1ccc(F)cc1)S(=O)(=O)c1ccc(C)cc1,35.5%,7.7%,-1.4,11.3%,20.0%,3.4%,7.6%,11.4%,-2.9%
O=C(N/N=C/c1ccc(O)c2ncccc12)c1cccc(Br)c1,34.2%,2.0%,-19.2,3.8%,-29.3%,0.0%,22.4µM*,8.91µM*,5.1%
COc1ccc(N(CC(=O)Nc2cccc(Cl)c2)S(=O)(=O)c2c(C)[nH]c(=O)[nH]c2=O)cc1,33.7%[activator],0.7%,0.2,-3.0%,u,9.2%,-24.2%,-5.9%,13.0%
CC(=O)c1c(OCC(=O)O)ccc2c(C)cc(=O)oc12,30.0%,-4.5%,12.4,-4.6%,1.1%[59 µM],1.5%,-21.6%,0.1%,-7.2%
CC1(C)CC(=O)c2cnc(NC(=O)CSC(=S)N3CCCCC3)nc2C1,2.1%,3.3%,0.9,-6.5%,-14.5%[12.7 µM],6.2%,-2.9%,-25.1%,0.4%
O=C(O)CC(NC(=O)c1cccc(F)c1)c1ccc(OC2CCCC2)cc1 (stereo unspecified),52.7%[activator],8.8%,-0.1,i,3.7%,-3.4%,-11.4%,4.1%,-13.4%
Cc1ccccc1CSc1ncnc2ccccc12,194.0%[activator],-2.4%,1.0,0.0%,163.7%[activator],3.7%,131.6%[activator],x,-2.5%
CC(=O)NC(Cc1c[nH]c2ccccc12)C(=O)NCc1ccc2c(c1)OCO2 (stereo unspecified),11.7%,-0.3%,1.2,-7.4%,10.2%[59 µM],10.7%,-12.7%,-3.4%,-9.1%
Cc1ccccc1CCNC(=O)c1ccc2c(c1)c(C)c(C)n2Cc1ccccc1,35.9%,0.5%,1.7,8.5%,-32.1%[59 µM],-13.7%,-29.2%,-28.1%,38.7%[activator]
O=C(C[n+]1ccccc1)N/N=C/c1ccccc1[N+](=O)[O-],2.5%,2.0%,1.5,-2.9%,-41.5%,1.8%,u,u,-1.5%
O=C(CCC(=O)N1CCCC1)Nc1nnc(C(F)(F)F)s1,21.3%,x,2.3,x,-13.1%[59 µM],-0.3%,-2.5%,7.9%,-0.6%
CC(=O)OC(C(=O)N1CCOCC1)c1c(F)cccc1F (stereo unspecified),67.2%[activator],-2.3%,-1.5,i,-23.2%,-3.1%,-4.8%,-10.0%,0.7%
COc1ccc(OC)c(NS(=O)(=O)c2ccc3c(c2)C(C)(C)C(=O)N3C)c1,37.2%&30.0%,3.6%&-0.9%,-3.6&-4.3,-0.5%&1.1%,-2.5%,28.1%&11.8%,-8.5%&3.0%,-17.4%,0.4%&-28.8%
CC1CCCN(C(=O)C2CCN(S(=O)(=O)c3cccs3)CC2)C1 (stereo unspecified),25.3%,-2.5%,3.4,-0.3%,-32.8%,2.6%,-11.0%,6.5%,3.6%
COc1ccc(-c2sc3ccccc3c2-c2ccc(OCCN3CCCCC3)cc2)cc1,-15.0%,0.0%,-4.3,-8.4%,x,1.9%,44.7µM*,x,-2.6%
O=C(NCCN1CCOCC1)c1cc(Cl)ccc1Cl,26.8%,-9.1%,3.2,-0.7%,19.1%,-1.8%,-14.8%,-1.3%,-7.4%
CCOc1cc(-c2noc(CCC(=O)NCC3CCCO3)n2)ccc1OC (stereo unspecified),16.6%,-0.9%,2.7,-5.3%,-3.0%,-3.2%,-5.7%,3.1%,-4.2%
COc1ccc(NC(=O)c2ccc(S(=O)(=O)N3CCOCC3)o2)cc1,28.5%,-2.6%,2.5,-3.1%,-0.9%,-1.2%,-6.4%,-11.2%,-7.4%
Cc1ccc(NCc2nnc(SCC(=O)c3ccccc3)o2)c(C)c1,-0.2%,6.9%,0.5,-5.8%,u,3.1%,u,u,7.5%
Cc1ccc(OCc2cc(C(=O)NC3CCCCC3)no2)cn1,9.2%[57 µM],-4.5%,4.5,-2.4%,u,-9.6%,-20.4%,-15.2%,-1.4%
C=CCn1c(=O)c2ccccc2n2c(SCC(=O)/C(C#N)=C(\C)N)nnc12,-19.0%&29.0%,-2.9%&-8.4%,2.3&-1.1,-13.1%&-6.4%,4.5%[59 µM],-2.5%&2.1%,u,-10.0%,-2.6%&5.1%
COCc1nc(-c2cc(OC)c(OC)c(OC)c2)no1,29.1%,6.4%,0.0,2.0%,4.9%[59 µM],2.9%,-9.0%,3.1%,3.3%
N=c1n(CCc2ccccc2)c2ccccc2n1Cc1ccccc1F,0.6%,0.9%,-2.0,i,-25.1%[59 µM],0.7%,-23.6%,-6.4%,5.1%
CN(C)CCNc1ncnc2c1cnn2-c1ccc(Cl)cc1,19.5%,13.4%,-9.7,-4.7%,-14.2%,-18.5%,-19.3%,8.2%,-12.0%

Quoted at random: 3 compounds from above, in no set order.
Molecule,HP1b chromo inh,ERG Ets-DNA blk,PI4K2A block,PGK inhibitor,G9a inh,GLS inhibitor,JMJD2A Tudor,BAZ2B block,Pin1 inh
O=C(NCCN1CCOCC1)c1cc(Cl)ccc1Cl,26.8%,-9.1%,3.2,-0.7%,19.1%,-1.8%,-14.8%,-1.3%,-7.4%
CC(=O)NC(Cc1c[nH]c2ccccc12)C(=O)NCc1ccc2c(c1)OCO2 (stereo unspecified),11.7%,-0.3%,1.2,-7.4%,10.2%[59 µM],10.7%,-12.7%,-3.4%,-9.1%
CC1CCCN(C(=O)C2CCN(S(=O)(=O)c3cccs3)CC2)C1 (stereo unspecified),25.3%,-2.5%,3.4,-0.3%,-32.8%,2.6%,-11.0%,6.5%,3.6%

(listing goes on)
Molecule,HP1b chromo inh,ERG Ets-DNA blk,PI4K2A block,PGK inhibitor,G9a inh,GLS inhibitor,JMJD2A Tudor,BAZ2B block,Pin1 inh
Cc1ccc(NC(=S)Nc2cccc3ccccc23)cc1,-6.9%,-14.7%,-9.2,i,x,2.2%,-26.9%,u,-17.6%
CCOC(=O)N1CCN(c2nnc(-c3ccc(C)cc3)c3ccccc23)CC1,-3.0%,8.5%,-2.2,-7.9%,-9.5%,2.1%,-21.7%,-7.2%,-6.4%
COc1ccc2[nH]c3c(=O)n(CCCCC(=O)NCCN4CCCC4)c(=S)[nH]c3c2c1,u,-1.0%,10.0,1.5%,u,-3.7%,5.62µM*,-31.1%,u
O=C(COC(=O)C1CCC1)c1c[nH]c2ccccc12,-7.5%,10.6%,1.7,-2.0%,-6.2%,-0.4%,-15.6%,2.7%,-8.0%
O=C(c1ccc(-c2cccc(C(F)(F)F)c2)o1)N1CCN(c2ccccc2)CC1,12.1%,1.9%,-3.6,i,3.55µM*,7.0%,-27.6%,0.8%,-4.3%
CC1(C)CN(c2ccc(Br)cc2Br)C1=O,67.9%[activator],-1.0%,-23.3,0.6%,18.0%,14.8%,26.1%,3.0%,-0.4%
COc1ccc(CCN=C(N)NS(=O)(=O)c2ccc(OC)c(OC)c2)cc1OC,22.6%,-10.0%,-2.9,-7.9%,50.7%,6.5%,-5.1%,-4.3%,1.2%
Cc1onc(-c2ccccc2)c1NC(=O)N(CCC#N)Cc1cccs1,26.0%,-3.0%,-0.3,-4.9%,-1.1%,0.2%,-2.0%,-2.6%,-5.9%
Cc1c(C(=O)NC(Cc2ccccc2)c2nc3ccccc3[nH]2)cccc1[N+](=O)[O-] (stereo unspecified),9.2%,-15.4%,0.7,4.7%,u,-2.9%,-16.4%,-5.1%,6.2%
CC1(C(=O)Nc2cccc(-n3cnnn3)c2)Cc2ccccc2C(=O)O1 (stereo unspecified),31.0%,4.7%,3.2,0.2%,x,3.4%,-8.3%,x,-2.2%
CCNC(=S)/N=C(\N)Nc1nc(C)c2cc(C)ccc2n1,12.3%,4.8%,3.7,-1.8%,u,1.4%,u,11.2µM*,u
COc1cccc(N=C2SC(C(=O)Nc3ccc(F)cc3)CC(=O)N2C)c1 (stereo unspecified),24.1%,x,-0.4,-8.5%,3.2%[59 µM],0.3%,-11.8%,-4.3%,0.1%
O=C(COc1cccc2c1CCN(Cc1ccc(Br)cc1)C2=O)NCc1ccco1,-31.5%,-5.4%,4.1,i,u,5.3%,50.1µM*,u,8.6%
Cc1cc(Oc2ccc(-c3nnc(-c4ccccc4)o3)cc2[N+](=O)[O-])ccc1Cl,12.6%,-2.7%,-5.3,-4.9%,23.1%[59 µM],-11.5%,-4.3%,7.6%,-1.4%
CCc1c(C(=O)N/N=C/c2ccc(C)o2)csc1C,20.8%,-1.8%,-1.7,-2.4%,-43.5%[59 µM],-0.5%,-6.3%,-10.2%,1.3%
O=C(Nc1ccc2c(c1)CCCN2C(=O)c1cccs1)c1cccc(C(F)(F)F)c1,13.0%,-3.5%,1.6,3.7%,-0.9%[12.7 µM],5.7%,-16.6%,-22.8%,6.5%
O=C(NNC(=O)C12CC3CC(CC(C3)C1)C2)c1ccccc1[N+](=O)[O-],-12.4%,-4.0%,-4.9,-1.3%,10.4%,9.0%,-23.6%,8.4%,-2.6%

Source: PubChem (National Center for Advancing Translational Sciences (NCATS))
